MEKK2 WT-MEK5 – raises or lowers MEK5 binding to wildtype human MEKK2 PB1 domain | Q9Y2U5 | bead flow cytometry, Alexa488-MEK5 binding to MEKK2 WT; actives lie on both sides | binding response (% of control), % at 10 µM | actives 1.1% (n = 290,000) | AID 1531; in the data active = binding response below about 67% or above about 130%
MEKK2mut PB1 HTS – signal of MEK5 binding to mutant human MEKK2 PB1 domain; bead flow cytometry, Alexa488-MEK5 binding to MEKK2 mutant; percent response, % at 10 µM; actives 0.35% (n = 290,000); in the data active = percent response above about 24%, passing the limit was not always enough; note: inactives centre near 1; some results filed as inactive read as strong as hits; reference of the scale not given here
MEKK3 PB1 HTS – modulators (inhibitors or enhancers) of MEK5 binding to human MEKK3 PB1 domain | actives 1.4% (n = 290,000) | AID 1529 | Q99759 | bead-based flow cytometry, Alexa488-MEK5 binding to MEKK3; actives lie on both sides; 0 = blocked by unlabeled MEK5, 100 = vehicle | binding response (% of control), % at 10 µM;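 active = binding response more than 3 SD above or below the average of its plate-row segment, actives on both sides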;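 note: Alexa488 bead fluorescence after subtracting the streptavidin-only scavenger bead signal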
UBC9 SUMO inh – inhibitors of human SUMOylation (UBC9) | HTRF SUMOylation assay, SAE1/SAE2 + UBC9, in vitro | inhibition, % at 35 µM | actives 0.36% (n = 290,000) | AID 2006; in the data active = inhibition above about 50%, passing the limit was not always enough; note: strong numbers were not always called active
IDE inh – inhibits human insulin-degrading enzyme in HEK cells; P14735; FAbetaB cleavage, fluorescence polarization; actives 0.41% (n = 320,000); inhibition, % at 5.59 µM;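 active = percent inhibition above the average of all tested compounds plus 3 SD, set per screening campaign, cut at about 16% in these data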;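 note: IDE supplied by intact live HEK cells; FP after avidin binding of uncleaved biotin substrate so inhibition keeps polarization high; 0% = DMSO wells and 100% = 60 µM reference IDE inhibitor Ii1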
NALP1 yeast inh – NALP1 inhibition; S. cerevisiae NALP1/ASC/caspase-1 growth, X-gal OD620, 72 h; inhibition, % at 10 µM; actives 0.61% (n = 280,000); AID 2071; in the data active = inhibition mostly above about 24%, no sharp cut-off; inactive = mostly below about 32%; note: some compounds called inactive have numbers as strong as hits
M18AAP inhibitor – PfM18AAP enzyme inhibition. actives 1.2% (n = 290,000). inhibition, % at 7.35 µM. recombinant PfM18AAP, H-Glu-NHMec fluorogenic cleavage;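 active = inhibition above the campaign mean inhibition over all tested compounds plus 3 SD, cut at about 28% in these data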;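 note: 0% = plate median of test compound wells and 100% = 2 mM ZnCl2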
IDE cell activ – boosts human insulin-degrading enzyme activity in HEK cells | P14735 | FAbeta-B cleavage, fluorescence polarization; 0% vehicle, 100% cell-free pure enzyme wells | activation, % at 5.96 µM | actives 0.073% (n = 340,000) | AID 493087;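 active = activation above the mean of all tested compounds plus 3 SD, set per screening campaign, cut at about 17% in these data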
pCIP destab – lowers stability of the mouse p/CIP coactivator protein; Q05BA5; F442A p/CIP-EGFP cells, EGFP fluorescence, 16 h; decrease of EGFP signal, % at 10 µM; actives 0.01% (n = 290,000); AID 1984;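 active = EGFP signal decrease of at least 30% at 10 µM or well 3 SD below plate mean, unless failing retest; inactive = the rest, including hits failing retest or dose response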; note: some compounds called inactive have numbers as strong as hits; many of its hits are not listed in these tables
Target sequence (Q05BA5 1-1403): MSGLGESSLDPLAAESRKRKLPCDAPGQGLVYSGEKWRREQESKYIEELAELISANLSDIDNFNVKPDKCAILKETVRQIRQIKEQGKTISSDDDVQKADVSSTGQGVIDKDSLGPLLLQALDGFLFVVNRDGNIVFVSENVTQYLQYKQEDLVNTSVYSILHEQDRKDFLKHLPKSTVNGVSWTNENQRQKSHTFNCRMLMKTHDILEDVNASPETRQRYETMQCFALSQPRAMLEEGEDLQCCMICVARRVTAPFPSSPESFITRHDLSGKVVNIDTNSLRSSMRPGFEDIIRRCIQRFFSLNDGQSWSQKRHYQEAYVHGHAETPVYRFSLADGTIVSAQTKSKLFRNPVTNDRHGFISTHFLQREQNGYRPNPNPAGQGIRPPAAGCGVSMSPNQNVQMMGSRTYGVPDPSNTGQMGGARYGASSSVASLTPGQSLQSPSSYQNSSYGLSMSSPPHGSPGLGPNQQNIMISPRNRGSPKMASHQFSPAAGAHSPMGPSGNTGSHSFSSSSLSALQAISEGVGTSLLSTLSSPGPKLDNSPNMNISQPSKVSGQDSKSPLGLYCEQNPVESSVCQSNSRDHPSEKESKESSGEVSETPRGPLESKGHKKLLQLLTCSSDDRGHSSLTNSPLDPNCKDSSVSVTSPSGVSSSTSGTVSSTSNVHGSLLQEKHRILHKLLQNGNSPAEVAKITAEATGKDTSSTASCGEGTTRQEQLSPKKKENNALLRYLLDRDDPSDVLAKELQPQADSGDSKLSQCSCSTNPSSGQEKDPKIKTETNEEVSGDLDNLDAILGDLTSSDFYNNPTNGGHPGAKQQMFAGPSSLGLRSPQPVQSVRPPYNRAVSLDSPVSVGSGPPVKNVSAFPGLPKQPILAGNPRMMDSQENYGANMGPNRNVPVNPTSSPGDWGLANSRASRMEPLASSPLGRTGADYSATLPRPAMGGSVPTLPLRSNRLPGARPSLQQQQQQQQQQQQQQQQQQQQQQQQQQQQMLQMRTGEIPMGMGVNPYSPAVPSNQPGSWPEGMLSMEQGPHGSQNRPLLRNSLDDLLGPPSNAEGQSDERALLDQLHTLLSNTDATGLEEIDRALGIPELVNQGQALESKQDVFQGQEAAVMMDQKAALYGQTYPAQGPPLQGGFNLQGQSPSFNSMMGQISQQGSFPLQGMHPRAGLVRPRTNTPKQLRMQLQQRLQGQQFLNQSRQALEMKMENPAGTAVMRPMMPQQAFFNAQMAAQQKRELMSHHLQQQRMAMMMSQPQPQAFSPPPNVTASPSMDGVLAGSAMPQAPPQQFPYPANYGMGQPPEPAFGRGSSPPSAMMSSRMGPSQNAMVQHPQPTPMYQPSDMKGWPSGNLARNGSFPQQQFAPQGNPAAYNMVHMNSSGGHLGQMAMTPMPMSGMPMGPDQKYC
The depositor's hits bear a star; · = no result given. An excerpt, so the mix of outcomes need not match the whole.

MEKK2 WT-MEK5,MEKK2mut PB1 HTS,MEKK3 PB1 HTS,UBC9 SUMO inh,IDE inh,NALP1 yeast inh,M18AAP inhibitor,IDE cell activ,pCIP destab,mol
99,1,99,-1,-2,39,2,-3,-4,CCCC(=O)Nc1ccc(NC(=O)c2ccco2)c(OC)c1
98,-4,97,6,5,-5,-2,-1,-12,N#CCc1nc(-c2cc3ccccc3oc2=O)cs1
125,7,135*,12,1,3,6,0,-3,COc1ccc(OC)c(S(=O)(=O)n2nc(C)cc2C)c1
97,-2,95,-20,0,22,0,3,3,COc1ccc(NS(=O)(=O)c2cccc(NC(=O)C3=NN(c4ccccc4)C(=O)CC3)c2)cc1
103,9,106,6,2,-1,-3,2,-8,CN(C(=O)CSc1nc2ccc(Br)cc2c(=O)n1Cc1ccco1)C1CCS(=O)(=O)C1 (stereo not drawn)
96,-7,96,-21,-6,4,2,4,1,O=C(Nc1ccc2c(c1)OCCO2)N1CCN(c2ccccc2)CC1
94,-2,94,-2,-3,16,-7,3,6,Cc1[nH]nc(SCC(=O)NCc2ccccc2)c1[N+](=O)[O-]
99,7,107,2,-1,6,0,·,-9,Fc1ccc(Oc2nc(-c3ccccn3)nc3ccccc23)cc1
100,4,103,-21,0,-18,-1,2,0,COC(=O)c1ccc(OC)c(CN2CCCN(Cc3cc(C)ccc3C)S2(=O)=O)c1
103,3,103,-2,-2,1,3,7,0,O=C(CSc1nnc(CNC(=O)c2ccco2)o1)Nc1ccc(F)cc1
97,-2,101,14,-3,5,-1,6,-14,Cc1ccc(C)c(NC(=O)N2CCCCCC2)c1
105,7,101,·,9,·,-8,-5,·,CC(C)(C(=O)c1ccccc1)/[N+]([O-])=C/c1ccccc1
105,10,103,-4,0,8,1,-2,1,O=C(CN1C(=O)NC2(CCCC2)C1=O)Nc1cccc(C(F)(F)F)c1
105,2,97,23,-2,9,1,0,-8,COC(=O)C1=C(C)NC(=O)CC1c1ccc(F)c(Br)c1 (stereo not drawn)
102,2,100,7,1,23,-1,6,-9,CCN(CC)c1nc2ccccc2n(Cc2cccc(OC)c2)c1=O

Overlap with the part before: 4 compounds; new compounds follow.
MEKK2 WT-MEK5,MEKK2mut PB1 HTS,MEKK3 PB1 HTS,UBC9 SUMO inh,IDE inh,NALP1 yeast inh,M18AAP inhibitor,IDE cell activ,pCIP destab,mol
105,7,101,·,9,·,-8,-5,·,CC(C)(C(=O)c1ccccc1)/[N+]([O-])=C/c1ccccc1
105,10,103,-4,0,8,1,-2,1,O=C(CN1C(=O)NC2(CCCC2)C1=O)Nc1cccc(C(F)(F)F)c1
105,2,97,23,-2,9,1,0,-8,COC(=O)C1=C(C)NC(=O)CC1c1ccc(F)c(Br)c1 (stereo not drawn)
102,2,100,7,1,23,-1,6,-9,CCN(CC)c1nc2ccccc2n(Cc2cccc(OC)c2)c1=O
86,-7,94,4,-2,-2,2,-5,-2,O=C(NCc1cccnc1)c1ccc(NC(=O)c2cccc([N+](=O)[O-])c2)cc1
87,-18,89,4,1,36,-14,-2,2,O=C(COc1ncnc2ccccc12)Nc1ccc(Cl)c(S(=O)(=O)N2CCOCC2)c1
102,3,99,10,0,2,1,1,-10,CCC(CC)C(=O)NN(C(=O)c1ccncc1)C1CC(=O)N(c2ccccc2)C1=O (stereo not drawn)
106,3,107,-5,10,·,-2,-1,-9,FC(F)(F)c1cccc(N2CCN(c3nnnn3-c3ccccc3)CC2)c1
108,4,105,14,5,1,5,-4,3,CCOC(=O)COc1cccc(C2NC(=O)c3ccccc3O2)c1 (stereo not drawn)
97,-10,94,2,4,17,0,-1,-4,CCOc1ccc(S(=O)(=O)N2CCN(c3ncccn3)CC2)cc1
97,-5,102,3,3,19,-16,-2,-2,CCOC(=O)c1sc(=NC(=O)COc2ccc(Cl)cc2)n(C)c1C
105,8,102,0,6,-1,6,-2,-19,O=C(NC(=S)NC1CCS(=O)(=O)C1)c1ccccc1Br (stereo not drawn)
99,2,102,8,6,2,3,2,-4,Cc1ccc(CNC(=O)CCCn2nc(C)c3c(C)n(-c4ccccc4)nc3c2=O)cc1
98,-4,97,14,-3,10,3,8,-4,COc1cccc(CNC(=O)Cn2ncn3cccc3c2=O)c1OC
97,-2,99,-22,-2,0,1,7,-15,NC(=O)CC[C@H](NC(=O)OCc1ccccc1)C(=O)OCc1ccc(Cl)cc1
104,3,107,2,-1,7,6,3,-12,CC(=O)N1N=C(c2ccc(Cl)cc2)OC12CCCC2
100,-1,107,10,3,-24,-1,0,6,O=C(N/N=C/C1C(c2ccccc2)C1(Cl)Cl)c1cccc(Br)c1 (stereo not drawn)
100,-3,99,-3,-5,-3,1,0,6,O=C(NCC1CCCO1)c1cccc(Oc2ccc([N+](=O)[O-])cc2)c1 (stereo not drawn)
93,-8,101,10,4,0,-7,3,-9,CCN(CC)CC(=O)N1CCCC(C(=O)c2ccccc2OC)C1 (stereo not drawn)
102,7,109,20,-4,14,-2,0,-8,O=C(NC1(C(F)(F)F)NC(=O)N(Cc2cccnc2)C1=O)c1ccncc1 (stereo not drawn)
121,4,110,56,3,·,·,4,-6,CC1(OC(=O)c2cccs2)C(=O)C=C2C=C3CCCN3C=C2C1=O (stereo not drawn)
96,4,101,1,-1,-18,3,3,-3,Cc1ccc(C(=O)Cn2c(-c3ccccc3)noc2=O)cc1
105,5,105,8,-1,11,-11,-1,-4,Cn1cc(Br)cc2nc(C(F)(F)F)nc1-2
105,3,106,-6,2,30,-4,0,1,COc1ccc(-c2noc(CSc3nc(N)c(-c4ccccc4)c(=O)[nH]3)n2)cc1OC
96,-6,94,8,-8,18,-8,-5,0,CC1CCN(C(=O)c2ccccc2NC(=O)c2cccs2)CC1
106,7,108,-3,-1,1,47*,2,-4,O=C(NNc1nc2ccccc2s1)c1ccccc1F
101,5,102,-8,-2,16,13,5,-8,COC(=O)C(/C=N/OCc1ccc([N+](=O)[O-])cc1)NC(=O)c1cccc(Cl)c1 (stereo not drawn)
103,-2,102,10,7,2,-16,1,-6,CCN(CC)P(=O)(C(NC(=O)OC)C(F)(F)C(F)(F)C(F)(F)C(F)F)N(CC)CC (stereo not drawn)
94,-5,106,0,-2,-9,4,4,-4,Cc1ccc(S(=O)(=O)C(C)C(=O)NCCS(=O)(=O)c2ccc(Cl)cc2)cc1 (stereo not drawn)
146*,28,104,11,-1,28,-4,4,-2,Cn1ccc(=Nc2ccc(NC(=O)c3ccc(N=c4ccn(C)c5ccc([N+](=O)[O-])cc45)cc3)cc2)cc1
111,5,106,0,1,-6,-2,5,-8,Cc1ccc(Cl)cc1NC(=O)CCC(=O)NCc1ccco1
101,-1,99,0,·,-4,-7,2,0,O=C(O)CN1C(=O)CSC1=S
87,-14,87,4,-3,3,4,-1,-7,O=C1CC(c2ccccc2)CC(O)=C1C=NCc1ccccc1 (stereo not drawn)
103,0,97,-3,4,23,4,1,-5,CC(C)c1ccc(C(C(=O)NC2CCCCC2)N(C(=O)c2ccccn2)c2cccnc2)cc1 (stereo not drawn)
110,6,102,1,0,4,-5,5,-7,CCOc1ccc(CNC(=O)CCC(=O)N2Cc3ccccc3Oc3ncccc32)cc1
99,0,102,-3,2,3,1,-1,-26,COc1ccc(-c2nc(-c3cccc(C(F)(F)F)c3)no2)cc1OC
112,0,99,-33,3,13,-2,5,-1,CN(c1cccc(NC(=O)CN(c2cccc(Cl)c2)S(=O)(=O)c2ccc(Cl)cc2)c1)S(C)(=O)=O
106,4,103,3,0,19,2,0,-1,O=C(COC(=O)c1cc(Cl)cc(Cl)c1)NCCN1C(=O)CSC1=O
114,8,105,-3,2,9,0,-1,-9,CC(=O)Nc1ccc(S(=O)(=O)NCCC(=O)OCC(=O)c2ccc(F)c(F)c2)cc1
102,7,103,18,-2,3,3,1,-3,COc1ccc(OC)c(NC(=O)CCNS(=O)(=O)c2ccc3[nH]c(=O)oc3c2)c1
97,-8,102,20,-3,-3,-3,2,-1,O=C(COC(=O)c1n[nH]c(=O)c2ccccc12)c1ccc(Br)cc1
134,1,118,-26,1,1,·,-1,-2,COc1cc(O)c(C(CC(=O)N2CCN(c3ccccc3)CC2)c2cc(OC)c(OC)c(OC)c2)c(OC)c1 (stereo not drawn)
112,8,100,-8,3,21,-7,9,-12,Cc1ccc(S(=O)(=O)CCC(=O)OCc2ccc(Cl)c(Cl)c2)cc1
101,0,99,5,2,19,-4,-2,-22,Cc1cc(C)c(C#N)c(SCc2ccc(C(=O)O)cc2)n1
101,-3,94,5,2,17,-13,4,2,CN1CCN(c2ccc(NC(=O)c3ccc4c(c3)OCCO4)cc2Cl)CC1
95,-3,94,-3,-2,-12,-4,-7,-1,Clc1ccc(CNc2nnnn2-c2ccccc2)c(Cl)c1
100,10,103,3,1,4,4,2,2,CCC(CC)NC(=O)Nc1ccc(C)cc1
101,0,101,30,6,20,6,1,-12,CCOc1ccc2[nH]c(=O)c(C(c3nnnn3Cc3ccco3)N3CCCC(C)C3)cc2c1 (stereo not drawn)
97,-1,97,-10,-2,-26,0,0,-5,Oc1c(C(c2ccccn2)N2CCOCC2)ccc2cccnc12 (stereo not drawn)
114,10,107,18,0,17,-8,2,7,Cc1ccc(S(=O)(=O)N(C)c2ccccc2C(=O)N2CCOCC2)cc1
99,-1,121,2,2,10,7,6,5,O=C(Cc1ccccc1)N/N=C/c1cccn1-c1ccc([N+](=O)[O-])cc1
77,-16,88,4,4,-8,6,8,-4,CC1=C(C)CC(C(=O)N2CCN(C/C=C/c3ccccc3)CC2)C(C(=O)O)C1 (stereo not drawn)
97,-2,96,7,3,20,11,1,-8,Cc1cc(=O)[nH]c(N/N=C/c2c(O)n(-c3ccccc3)c(=O)c3ccccc23)n1
110,9,108,10,3,9,3,5,-3,CN(C(=O)c1ccc2c(c1)OCO2)C1(C(=O)NC2CCCC2)CCCCC1
106,2,117,2,4,2,0,2,18,CC1CC(C)(C)CC2(C1)NC(=O)N(CC(=O)NCCc1ccc3c(c1)OCCO3)C2=O (stereo not drawn)
·,·,·,23,-8,-4,-7,-3,3,NC(=O)C1CCN(C(=S)c2cccs2)CC1
105,3,101,14,-3,15,12,·,3,Cc1ccc(CNC(=O)c2ccccc2N(C)S(C)(=O)=O)cc1
116,10,112,5,9,17,5,-1,0,CC(=O)c1ccc(N2CCN(C(=O)Nc3ccc(C)cc3)CC2)cc1
112,7,105,-18,0,9,-5,-1,0,Cn1c(=O)c(C(=O)CN2CCOCC2)c(N)n(Cc2ccccc2)c1=O
100,2,99,12,0,10,-5,-1,0,COc1cc(NC(=O)Cn2cnc(S(=O)(=O)N3CCCCC3)c2)cc(OC)c1OC
95,-1,97,-2,0,11,-12,8,0,O=C(COc1ncnc2cc([N+](=O)[O-])ccc12)N(CCc1ccccc1)Cc1ccccc1
101,1,101,-1,·,5,-2,3,1,O=[N+]([O-])c1ccc(Cc2cncc(O)c2)cc1
101,3,102,-10,-4,0,9,5,0,CC(=O)Nc1ccc(NC2CCCCC2NS(=O)(=O)c2ccccc2)cc1 (stereo not drawn)
101,0,100,6,2,33,1,7,0,COCCNC(=S)NC(=O)CC12CC3CC(CC(C3)C1)C2
106,-2,108,9,·,-16,2,3,-52,COc1ccc(-c2cnnc(N/N=C/c3ccc(-c4ccc([N+](=O)[O-])cc4)o3)n2)cc1

From PubChem
